Bioassay records (PubChem BioAssay)
D2 antag: antagonists of human D2 dopamine receptor; P14416; HEK293 TREx D2 cells, calcium flux, dopamine EC80; inhibition, % at 10 µM; 340,000 compounds, 2% hits; in the data active = inhibition above about 30%; also: 0% is about no effect
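Read-out: kinetic calcium fluorescence (1 cycle/s) in inducible HEK293 T-REx D2 cells after an EC80 dopamine addition that followed 180 s compound preincubation. Loss of the dopamine response indicates antagonism.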
GRP78 ERSR act: inducers of ER stress response in human glioma cells. U87-MG GRP78 promoter luciferase reporter, 16 h. Potency, µM, without a hit: at the highest dose activation, most hits filed as activators. 420,000 compounds, 0.02% hits; also: potency is read from the fitted curve at half-maximal effect; series mostly up to about 76 µM; % of control where 0% means no effect; nearly all actives have a fitted effect of over 35% in size
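Stably transfected U87-MG glioma cells carrying a GRP78-based luciferase sensor; 16 h compound incubation. Luminescence end-point read 10 min after Bright-Glo addition at room temperature.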
RGS4 inhibitor: blocks human RGS4-accelerated GTP hydrolysis; P49798; Transcreener GDP fluorescence polarization, RGS4-accelerated GTP hydrolysis; Potency, µM (highest dose often 114 µM), for the others: at the highest dose activity change, negative = inhibition, hits mostly inhibitors; 390,000 compounds, 0.039% hits; AID 504845; also: potency is read from the fitted curve at half-maximal effect; % is scaled to controls: 0 for no effect and ±100 for the full control effect; nearly all actives have a fitted effect of over 75% in size; some results filed as inactive show a strong effect at the top dose
Target sequence (P49798 whole entry, looked up): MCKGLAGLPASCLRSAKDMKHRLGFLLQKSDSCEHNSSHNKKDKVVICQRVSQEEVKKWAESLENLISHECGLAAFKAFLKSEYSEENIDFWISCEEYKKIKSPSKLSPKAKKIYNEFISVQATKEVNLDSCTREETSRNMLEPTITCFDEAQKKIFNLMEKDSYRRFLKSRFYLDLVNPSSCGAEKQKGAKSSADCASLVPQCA
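MLSMR compounds (23 nl, pin-transferred) preincubated 10 min at room temperature with a 500nM (2x) first reagent, then RGS4 at 900nM (2x) plus Transcreener GDP mix added; fluorescence polarization (620/688 nm) read before and after 90 min at 30 °C.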
D2 agonist: activates the human D2 dopamine receptor | HEK293 T-REx D2 cells, calcium flux agonist mode | 340,000 compounds, 0.53% hits | activation, % at 2 µM;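 active = activation over 3 SD above normal in the single-dose calcium agonist read, cut at about 30% in these data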; also: 0% is about no effect
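HEK293 Trex D2 cells, tetracycline-induced, o/n 30 C 5% CO2; no-wash Ca dye, RT 30–90 min; 10-cycle baseline, 23 nl cpd added, kinetic Ca read 180 s; agonist hits = positive Ca response.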
LDHA inh: blocks human lactate dehydrogenase A. AID 1347041. 480,000 compounds, 0.15% hits. activity change, % (values are at about 110 or 230 µM). purified LDHA, NADH/diaphorase-resazurin fluorescence; stronger effect = lower value. P00338; in the data active = activity change below about -30%; inconclusive = mostly about -25% to -30%;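 also: plate controls were DMSO wells for no effect and wells without enzyme for full effect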
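Remaining NADH was detected by diaphorase (0.133 mg/mL) converting 37 µM resazurin to fluorescent resorufin, read at 0 and 20 minutes. The preceding 5-minute room-temperature reaction used 2 nM LDHA, 0.2 mM sodium pyruvate and 0.06 mM NADH at pH 7.4.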
Vif-APOBEC3G blk: Vif-A3G binding inhibition | Q9HC16 | HeLa A3G-eYFP + Vif (tagged APOBEC3G with the HIV-1 protein that degrades it), YFP fluorescence, overnight | Potency, µM (top dose mostly 46.1 µM), inactives show at the top dose activity, negative = active, hits mostly inhibitors | 410,000 compounds, 0.076% hits | AID 602310;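 also: potency is read from the fitted curve at half-maximal effect; % is scaled to controls: 0 for no effect and ±100 for the full control effect; nearly all actives have a fitted effect of over 60% in size; hits raise eYFP signal because A3G escapes Vif-driven loss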
Target sequence (Q9HC16 whole entry, looked up): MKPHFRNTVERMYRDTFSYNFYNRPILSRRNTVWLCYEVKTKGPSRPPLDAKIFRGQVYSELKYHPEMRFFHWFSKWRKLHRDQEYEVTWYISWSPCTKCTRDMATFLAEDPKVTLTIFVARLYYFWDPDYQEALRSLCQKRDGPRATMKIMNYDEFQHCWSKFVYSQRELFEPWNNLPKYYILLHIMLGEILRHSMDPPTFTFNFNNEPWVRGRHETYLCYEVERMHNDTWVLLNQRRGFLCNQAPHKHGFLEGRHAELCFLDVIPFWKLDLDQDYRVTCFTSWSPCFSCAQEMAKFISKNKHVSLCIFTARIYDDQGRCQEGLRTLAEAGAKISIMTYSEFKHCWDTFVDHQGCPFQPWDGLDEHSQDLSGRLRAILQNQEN
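Read-out is eYFP fluorescence (Ex 488/Em 500-530) from Vif-expressing HeLa A3G-eYFP cells; more signal means A3G escaped Vif-mediated degradation. Cells plated overnight, compound pinned in, incubated overnight at 37 deg C.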
Vif-APOBEC3F blk: inhibitors of Vif-A3F interaction | HeLa A3F-eYFP + Vif (tagged APOBEC3F with the HIV-1 protein that degrades it), YFP fluorescence increase | Potency, µM (top dose mostly 46.1 µM), for inactives: top-dose activity, negative = active | 390,000 compounds, 0.2% hits; also: potency is read from the fitted curve at half-maximal effect; % of control where 0% means no effect; nearly all actives have a fitted effect of over 65% in size
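Fluorescence increase (Ex 488/Em 500-530) after overnight compound treatment at 37 deg C flags inhibition of Vif-driven A3F-eYFP loss in stable HeLa A3F-eYFP/Vif cells seeded overnight beforehand.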
ERG Ets-DNA blk: inhibitors of human ERG Ets domain-DNA interaction; Potency, µM (highest dose often 76.9 µM), for the others: at the top dose FP activity, negative = inhibition, hits mostly inhibitors; 370,000 compounds, 0.028% hits; AID 624246; P11308; fluorescence polarization, His-ERG Ets domain / labelled DNA; active = well fitted inhibition curve with a large enough effect in the polarisation, with a control signal flat; inconclusive = small, poorly fitted or top-dose-only effect, or effect the other way, or a change in a side signal; inactive = no such curve, though single readings can be large or run the other way; the % refers to the polarisation;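 also: polarization taken with two DNA probes labelled with fluorescein and Texas red; potency is read from the fitted curve at half-maximal effect; % of control where 0% means no effect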
Target sequence (P11308 whole entry, looked up, the tested form may be a part): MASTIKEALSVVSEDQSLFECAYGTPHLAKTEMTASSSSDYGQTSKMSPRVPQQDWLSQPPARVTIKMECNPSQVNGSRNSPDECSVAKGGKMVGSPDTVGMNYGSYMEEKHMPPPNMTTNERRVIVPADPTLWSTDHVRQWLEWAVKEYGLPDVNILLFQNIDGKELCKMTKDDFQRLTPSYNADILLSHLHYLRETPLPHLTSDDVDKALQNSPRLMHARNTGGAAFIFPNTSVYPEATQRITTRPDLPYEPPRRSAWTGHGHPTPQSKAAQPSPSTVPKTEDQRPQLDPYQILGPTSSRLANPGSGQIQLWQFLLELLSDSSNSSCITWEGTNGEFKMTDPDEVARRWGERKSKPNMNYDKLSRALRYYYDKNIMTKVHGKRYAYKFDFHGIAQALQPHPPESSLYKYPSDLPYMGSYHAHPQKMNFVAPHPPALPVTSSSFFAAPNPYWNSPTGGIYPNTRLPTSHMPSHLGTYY
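His-tagged ERG Ets domain (1 uM in the protein solution; 300mM KCl, 50mM Tris-HCl, 1mM EDTA, 1mM DTT, pH 7.5) received compound, then a probe mix of 5 nM fluorescein-DNA and 100nM Texas-615-DNA. Fluorescence polarization was read for both dyes.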
12-LOX inh: inhibitors of human 12S-lipoxygenase ALOX12; 580,000 compounds, 1.1% hits; AID 1671190; purified 12hLO, xylenol orange hydroperoxide absorbance; Potency, µM (highest dose often 108 µM), for the others: at the highest dose activity change, negative = inhibition, usual class: inhibitors; P18054; also: potency is read from the fitted curve at half-maximal effect; % is scaled to controls: 0 for no effect and ±100 for the full control effect
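Hydroperoxide product was detected by ferrous iron/xylenol orange as the 573 to 405 nm absorbance ratio. Arachidonic acid at 40 uM (final) was turned over for 30 min at room temperature by 150 nM human 12hLO, pH 7.0 Hepes buffer, after 15 min compound preincubation.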
Active calls of the source: *; ? = inconclusive; nt = no result given; & = joins results of further samples; [ ] = dose if it differs, or a comment. Unless noted, calls follow the shape of the dose curve; as a rule, active = well fitted curve in the direction sought with a large enough effect; inconclusive = small, poorly fitted or top-dose-only effect, or another doubt; inactive = no such curve, though single readings can be large; an effect the other way counts as inactive or inconclusive. Not all compounds are listed; count on the stated rates, not on these rows.

SMILES | D2 antag | GRP78 ERSR act | RGS4 inhibitor | D2 agonist | LDHA inh | Vif-APOBEC3G blk | Vif-APOBEC3F blk | ERG Ets-DNA blk | 12-LOX inh
COc1cc(Cl)c(S(=O)(=O)NCCCn2ccnc2)cc1Cl | 3 | -1% | 18% | 1.6 | -8 | 2% | 4% | 3% | -1%
O=S(=O)(Cc1ccc(Cl)cc1)N1CCCC1 | 20 | -3% | -25% | 0.0 | -1 | -2% | 0% | nt | 3%
O=C(CCS(=O)CCC(=O)NCc1ccccc1)NCc1ccccc1 | -4 | -6% | 1% | 0.3 | -15 | -1% | 0% | 2% | 28%
Cc1cc(C(=O)Nc2cccc(/C=C/C(=O)O)c2)c(C)o1 | -26 | -4% | 24% | 0.0 | -13 | 1% | -9% | -9% | -11%
CN(C)c1ccc(N=Nc2ccc(S(=O)(=O)O)cc2)c2ccccc12 | 5 | -1% | 6% | -0.4 | 0 | 2% | 0% | -2% | 16%
CSc1nc(C)cc(-n2cc(F)c(=O)[nH]c2=O)n1 | -8 | 0% | -5% | 0.3 | 2 | -3% | 0% | 3% | 0%
CCOC(=O)C1=C(C)OC(N)=C(C#N)C1c1c(C)nn(-c2ccccc2)c1Cl (configuration not stated) | 11 | -2% | -41% | 0.5 | 6 | -4% | -1% | 14% | 1%
Cc1ccc(C(=O)N2CCN(c3ccc(NC(=O)c4cccnc4)cc3)CC2)cc1 | -4 | -4% | -32% | 0.5 | -5 | 3% | 5% | -2% | 0%
COc1ccccc1N=Nc1c(C)[nH][nH]c1=O | 5 | 1% | -17% | -1.3 | -5 | -2% | 6% | 12% | 0%
CCOc1ccc(NC(=O)CSc2nnc(NC(=O)Nc3ccccc3)s2)cc1 | nt | 3% | 9% | 0.9 | -4 | 6% | -2% | -2% | -40%
CCn1cc(C(=O)OCC(=O)N2C(C)CCCC2C)c(=O)c2ccc(C)nc21 (configuration not stated) | -11 | -4% | 0% | -0.6 | 0 | 1% | -10% | -7% | 1%
Cc1nn(-c2ccccc2)cc1C(c1c(N)[nH]c(=S)[nH]c1=O)c1c(N)[nH]c(=S)[nH]c1=O | -12 | -2% | -31% | 0.9 | -3 | 1% | 10% | -10% | 6.3µM*
CC(C)CCNC(=O)c1ccc2c(c1)nc1n2CCCCC1 | nt | -11% | -15% | -3.0 | 3 | 0% | -15% | 0% | -7%
CCCCC(=O)N/N=C(\C)CC(=O)Nc1ccccc1Br | 0 | 5% | -24% | 0.1 | 1 | 0% | -18% | 13% | 12%
Nc1ncnc2c1ncn2[C@@H]1O[C@H](C(=O)NCc2ccc3c(c2)OCO3)[C@@H](O)[C@H]1O | nt | -4% | nt | nt | -6 | 0% | nt | nt | -24%
COc1ccc(S(=O)(=O)NC2CC(C)(C)NC(C)(C)C2)cc1 | -3 | -5% | -8% | 0.1 | -3 | 3% | -6% | -8% | 6%
Cc1cnc(C(=O)OCC(=O)Nc2ccc(Oc3ccccc3)cc2)cn1 | -6 | 3% | -20% | -2.3 | -8 | 2% | 1% | -1% | 419%[activator]
Cc1nc2ccccc2[nH]c1=O | -6 | -4% | -4% | 1.4 | 0 | 2% | -3% | 4% | -3%
Nc1nc(NC(=O)/C=C/c2ccc(F)cc2)nn1-c1ccccc1 | -17 | -3% | -2% | 0.6 | 29 | -2% | 0% | -3% | 100%[activator]
Cc1ccc(C(=O)NCC(c2ccco2)N2CCc3ccccc3C2)cc1 (configuration not stated) | -4 | -6% | -5% | 0.0 | 0 | 0% | 0% | -14% | 8.9µM*
COc1ccc(NC(=S)Nc2ccccn2)cc1 | -5 | 10% | 11% | 1.0 | -14 | -3% | 3% | 5% | 0%
COc1ccccc1NC(=O)c1oc2ccccc2c1NC(=O)c1c(F)cccc1F | nt | -3% | 32% | 0.3 | -15 | 2% | 3% | 1% | ?
CN1CCN(Cc2c(O)ccc3c2oc(=O)c2ccccc23)CC1 | 4 | -4% | -19% | 0.3 | -2 | 2% | -3% | -10% | ?
COc1ccc(/C=N/Nc2nc3ccccc3[nH]2)c(OC)c1OC | -20 | -7% | -10% | -0.8 | -1 | 1% | 7% | 20%[15.4 µM] | 3%
Cn1c(C(=O)O)c(CC(=O)NCc2cccnc2)c2ccccc21 | 5 | -3% | -11% | -0.2 | 1 | 2% | 0% | -2% | 0%
(continued)
SMILES | D2 antag | GRP78 ERSR act | RGS4 inhibitor | D2 agonist | LDHA inh | Vif-APOBEC3G blk | Vif-APOBEC3F blk | ERG Ets-DNA blk | 12-LOX inh
Nc1cc(=O)n(Cc2ccccc2)c(=O)n1-c1ccc(F)cc1 | -1 | -4% | 17% | 0.7 | -9 | 0% | -1% | 1% | -8%
COc1ccc(S(=O)(=O)N2CCC(C(=O)NCCC(=O)NCCc3cccc(F)c3)CC2)cc1 | nt | -1% | nt | nt | -6 | -2% | -6% | nt | 8%
Cc1ccc(C(=O)N2[C@@H]3CN(C)C(=O)[C@@]2(Cc2ccccc2)[C@H]2C(=O)N(C)C(=O)[C@@H]32)cc1 | nt | -3% | 0% | nt | -3 | -1% | -2% | -3% | -18%
COc1ccc(NC(=O)C2CCCN(S(=O)(=O)c3ccc4[nH]c(=O)ccc4c3)C2)cc1OC (configuration not stated) | 1 | 5%&-1% | -15%[56.9 µM] | 0.2&-0.2 | -2&1 | 0%&-8% | 0%&-2% | -5%&-1% | -29%&0%
CCc1cc(=O)oc2cc(C)c3c(C)coc3c12 | -6 | 0% | -10% | -1.3 | -1 | 1% | 4% | 5% | -23%
O=C(NCc1cccnc1)C1CC(c2cccc(Br)c2)=NO1 (configuration not stated) | 2 | 1% | 12% | -0.1 | -12 | -18% | 0% | 1% | 6%
C=CCn1c(Cc2ccccc2)nc2c(cnn2-c2ccccc2)c1=O | -7 | 0% | -13% | 0.1 | 0 | 1% | 10% | -6% | ?
O=C(Nc1ccc(Cl)cc1C(F)(F)F)c1ccc(Cl)cc1 | 6 | -2% | 4% | 0.2 | -8 | 5% | 4% | 3% | 33%[activator][57.4 µM]
Cc1cc(C)cc(C(=O)Nc2ccc(-c3nc4ncccc4o3)cc2)c1 | nt | 9% | -9% | -1.4 | 2 | -11% | 0% | 3% | ?
CCN(CC(=O)Nc1ccc2c(c1)OCCO2)C(=O)C(C)Oc1ccc(F)cc1 (configuration not stated) | nt | -1% | -7% | nt | -5 | 0% | 0% | 2% | -15%
CC1(C(=O)NS(=O)(=O)c2ccccc2OC(F)(F)F)CCN1C(=O)Cc1ccccc1 (configuration not stated) | nt | -2% | nt | nt | -4 | -3% | nt | nt | 6%
CSCC[C@@H](CO)NC(=O)c1ccc2nc(C3CCCCC3)oc2c1 | -2 | 0% | 13% | -1.7 | -1 | 1% | -3% | -8% | -14%
CSc1ccc(CN(C)C(=O)c2cccc(S(=O)(=O)NCc3ccccc3)c2)cc1 | -10 | 0% | 1% | -2.4 | -3 | -1% | 4% | -2% | 4%
COCCSc1nnc(NC(=O)CCS(=O)(=O)c2ccccc2)s1 | -13 | -8% | -4% | 1.5 | 7 | -20% | 6% | 13% | 0%
CCCNC(=O)N1CCC(Cc2ccccc2)CC1 | 9 | -2% | -15% | -0.8 | -7 | -1% | 5% | -7% | 32%[activator]
C/C(=N\NC(=O)c1ccc(F)cc1)c1cccc(NC(=O)c2cccc(F)c2)c1 | 9 | 0% | -8% | -0.8 | -1 | 4% | 4% | -6% | 45%[activator]
O=[N+]([O-])c1ccc(COc2ccccc2CN2CCOCC2)cc1 | nt | -5% | -16% | nt | 0 | 3% | 5% | 10% | 2%
CCC1=C(OC(=O)N(CC)CC)N2C(=O)OC(=NCc3ccccc3)[C@]2(C)[C@H]2C1=CC[C@H]1C(=O)N(CC)C(=O)[C@H]12 | 11 | -4% | -7% | 0.3 | 0 | 0% | 1% | -1% | -7%
O=S(=O)(c1ccccc1C(F)(F)F)N1CCN(c2ncnc3sccc23)CC1 | nt | -3% | -5% | nt | -6 | -2% | 0% | 7% | 1%
Cc1ccc(C)c(S(=O)(=O)N2CCN(C(=O)c3cc(-c4cccs4)nn3-c3ccccc3)CC2)c1 | -10 | -2% | 14% | 0.3 | -9 | 0% | 1% | -4% | 15%
CCCNC(=O)c1ccccc1NC(=O)c1ccccc1SC | -17 | -1% | 30% | 0.8 | -7 | 0% | -7% | 12% | -9%
O=C(NCC(c1ccc(F)cc1)N1CCOCC1)c1ccc(C(=O)c2ccccc2)cc1 (configuration not stated) | -7 | -6% | 22% | 0.6 | -3 | -3% | 0% | -1% | 8%
CCCn1cnc2c(SCc3ccccn3)nc(N)nc21 | nt | 2% | -5% | nt | -4 | 1% | -6% | -2% | -18%
COCCCN1C(=O)C(CC(=O)NCc2cccc3ccccc23)CC(C(=O)N(C)C)=C1C (configuration not stated) | nt | -6% | nt | nt | -5 | 0% | -3% | nt | -30%
NC(=O)c1cccc(-c2cccc(OC(=O)NC3CCCCC3)c2)c1 | 8 | 4%&5% | -5% | -0.1 | -6 | -2% | 11% | -7% | 7%
O=C(Cc1csc(NC(=O)Nc2ccc(Cl)cc2)n1)NCc1ccccn1 | -6 | 1% | -33% | -0.5 | -5 | 5% | ? | -13% | ?
